FBPA Giardia inh – Giardia lamblia aldolase inhibition | Potency, µM (series often up to 59.6 µM), without a hit: at the highest dose activity, negative = inhibition, hits mostly inhibitors | A8B2U2 | AID 2451 | 290,000 tested, 0.71% active | purified Giardia FBPA; further: potency means the concentration at half of the fitted maximal effect; nearly all actives have a fitted effect of over 55% in size
Target sequence (A8B2U2 whole entry, looked up): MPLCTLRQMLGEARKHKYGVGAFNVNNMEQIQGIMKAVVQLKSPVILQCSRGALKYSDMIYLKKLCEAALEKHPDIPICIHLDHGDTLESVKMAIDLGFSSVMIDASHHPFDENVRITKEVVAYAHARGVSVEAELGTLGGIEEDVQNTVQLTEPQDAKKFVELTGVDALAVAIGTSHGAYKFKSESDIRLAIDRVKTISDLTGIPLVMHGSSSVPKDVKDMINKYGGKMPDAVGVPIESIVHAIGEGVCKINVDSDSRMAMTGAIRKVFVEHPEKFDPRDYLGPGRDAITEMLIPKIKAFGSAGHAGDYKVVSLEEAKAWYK
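Giardia FBPA (40 nM reagent) was preincubated 10 min at RT with compound (up to 57.5 uM final), then substrate plus GAPDH/TPI/NAD/arsenate coupling system with diaphorase/resazurin was added; resorufin fluorescence (525/598 nm) was read after 20 min.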
Sm TGR inh – inhibitors of Schistosoma mansoni thioredoxin glutathione reductase; Q962Y6; Potency, µM (highest dose often 114 µM), for inactives: top-dose activity change, negative = inhibition, hits mostly inhibitors; 360,000 tested, 3% active; purified TGR, DTNB reduction, TNB absorbance 405 nm; AID 485364; further: potency means the concentration at half of the fitted maximal effect; nearly all actives have a fitted effect of over 60% in size
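First, TGR (20 nM dispensed) and NADPH were mixed with compound. Second, a 15 min room-temperature incubation followed. Third, further NADPH and then DTNB were added to start the reaction. Finally, TNB absorbance was monitored kinetically.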
AMA1 RON2 block – AMA1-RON2 (P. falciparum) interaction inhibition; AlphaScreen AMA1-biotinylated RON2 peptide binding; Potency, µM (series often up to 58.2 µM), inactives show top-dose activity change, negative = inhibition, most hits filed as inhibitors; 360,000 tested, 0.2% active; AID 720542;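 further: potency means the concentration at half of the fitted maximal effect; 0% = vehicle wells and -100% = peptide control; nearly all actives have a fitted effect of over 45% in size; some results filed as inactive show a strong effect at the top dose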
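AMA1 (3D7) with his tag at 25 nM final met compounds first, then biotinylated RON2 peptide at 25 nM; detection used donor plus acceptor beads, 10 µg/mL apiece, read by AlphaScreen after 30 min at room temperature.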
HCV inhibitor – HCV inhibition. Huh7.5.1 HCVcc-Cre infection, luciferase reporter, 44 h. Potency, µM (highest dose often 41.8 µM), for inactives: at the top dose activity change, negative = inhibition, actives largely listed as inhibitors. 340,000 tested, 3.4% active. AID 651820; further: potency means the concentration at half of the fitted maximal effect
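Luciferase read-out (15 sec integration) after a 15 min room-temperature substrate step quantifies HCVcc-Cre infection. Cells, 1,000 per well, had compound added 4 h post-plating, then virus at ~0.5 moi, and were cultured 44 h.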
HCMV antiviral – human cytomegalovirus inhibition. HFF cells, HCMV-luciferase reporter, 72 h; active compounds read low. activity change, negative = inhibition, % at 57.5 µM. 410,000 tested, 4.5% active; in the data active means activity change below about -60%; inconclusive means no clear call, values can overlap the other calls; inactive means above about -39%
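Inhibition of viral replication was scored as loss of reporter luminescence in HFFs infected with HCMV-luciferase (MOI 1 PFU/cell) for 72 h; compounds tested at 2 doses, normalized to buffer and Salinomycin controls.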
AmpC inh detg – AmpC beta-lactamase inhibition with detergent present. P00811. AmpC hydrolysis of nitrocefin, absorbance 480 nm, 0.01% Triton. Potency, µM (top dose mostly 114 µM), for the others: at the highest dose activity change, negative = inhibition, usual class: inhibitors. 370,000 tested, 0.041% active;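 further: potency means the concentration at half of the fitted maximal effect; 0% = no-compound wells and -100% = no-enzyme wells; nearly all actives have a fitted effect of over 25% in size; some results filed as inactive show a strong effect at the top dose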
Target sequence (P00811 whole entry, looked up): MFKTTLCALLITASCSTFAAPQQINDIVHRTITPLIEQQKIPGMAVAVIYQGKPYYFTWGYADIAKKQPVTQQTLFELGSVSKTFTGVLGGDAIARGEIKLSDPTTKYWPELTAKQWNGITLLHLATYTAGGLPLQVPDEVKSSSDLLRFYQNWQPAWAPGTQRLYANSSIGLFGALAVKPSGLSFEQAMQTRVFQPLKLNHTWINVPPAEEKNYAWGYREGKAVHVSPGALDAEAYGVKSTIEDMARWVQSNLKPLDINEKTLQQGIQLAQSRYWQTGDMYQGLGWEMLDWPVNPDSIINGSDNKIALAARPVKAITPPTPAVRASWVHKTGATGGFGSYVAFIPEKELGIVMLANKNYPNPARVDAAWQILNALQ
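20 mM phosphate pH 7.0 + 0.01% (detergent screen) or 0.0001% Triton X-100; 5.3 nM AmpC reagent; cpd preinc 15 min RT; nitrocefin (800 uM stock) to start; A480 q20 s × 4 min; Activity was normalised to no-enzyme and no-compound control wells.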
* hit, by the source's call; u = inconclusive; x = not tested or not shown; & = joins results of further samples; [ ] = dose if it differs, or a comment. Unless noted, the call rests on the fitted dose curve; in most records, active means well fitted curve in the direction sought with a large enough effect; inconclusive means small, poorly fitted or top-dose-only effect, or another doubt; inactive means no such curve, though single readings can be large; an effect the other way counts as inactive or inconclusive. Unless noted, on the % scale 0 is the no-effect control and ±100 the full control effect.

SMILES | FBPA Giardia inh | Sm TGR inh | AMA1 RON2 block | HCV inhibitor | HCMV antiviral | AmpC inh detg
COc1ccc(N2C(=O)C(CC(=O)Nc3ccc(Cl)cc3)N(NC(=O)c3cccc(F)c3)C2=S)cc1 (stereo unspecified) | 0% | 0% | 125%[activator] | -6% | -17 | -12%
Cc1cc(=O)[nH]c(N/N=C/C2=C(N3CCOCC3)C(=C\c3ccc(Cl)cc3)/CC2)n1 | -19% | 25µM* | -7%[2.32 µM] | u | 36 | -4%
Cc1ccccc1-c1nnn(Cc2ccc(-c3nn[nH]n3)cc2)n1 | u | 1% | 9% | 17% | -3 | u
COc1ccc(C(=O)CN2C(=O)c3ccccc3S2(=O)=O)cc1 | 0% | 3% | 2% | 2% | -92* | -2%
N#CCCN(Cc1cccs1)C(=O)Nc1ccc(F)cc1 | 0% | 1% | -2% | 15% | 24 | -3%
COCC(=O)n1nc(-c2ccccc2)nc1NCc1cccs1 | 2% | -3% | 6% | 20% | 15 | -11%
C(/C=C/c1ccccn1)=C\c1ccccc1 | x | x | 33%[activator] | -20% | 59 | x
CC(=O)N1c2ccc(F)c(F)c2C[C@H]1C | x | 6% | 0% | 7% | 6 | 3%
CCN(CC)CCCNC(=O)c1cn(C)c2ccc(S(=O)(=O)N3CCOCC3)cc2c1=O | x | 14% | x | x | 17 | 2%
CC(C)[C@@H](C(=O)NC1CCCC1)N1C(=O)N2CCc3c([nH]c4ccccc34)[C@@]2(C)C1=O | 14% | -12% | -16% | u | 23 | 9%
O=C(COC(=O)c1ccc(Br)o1)NCc1ccc(F)cc1 | x | -1% | 4% | 13% | -1 | -13%
CCNC(=O)CCc1nc(-c2ccc(C(C)(C)C)cc2)no1 | 5% | -2% | 0% | u | u | u
CC12CC(c3ccccc3O1)N(C(=O)c1ccc(Br)o1)C(=O)N2c1ccccc1 (stereo unspecified) | 0% | 0% | -8% | -4% | 21 | -6%
C/C(=N/NC(=O)c1nnn(-c2nonc2N)c1-c1ccccc1)c1ccncc1 | -2% | -10% | 14% | 7% | 6 | 1%
O=[N+]([O-])c1ccccc1C=NN1CCCCCC1 | x | x | 18µM* | -7% | 19 | x
CCOC(=O)c1nn(-c2ccc(C)cc2)c(=O)cc1OCC(=O)Nc1cccc(C)c1 | x | 6% | -6% | 0% | -30 | 0%
NC(=S)N/N=C/c1ccc2cccc(OCc3ccccc3)c2n1 | -8% | 29% | 58%[activator] | 11µM* | -68* | 3%
O=C(Nc1cccc(C(=O)N2CCCCC2)c1)C1CC1 | x | x | -1% | 3%[8.37 µM] | 2 | x
Cc1cc(CNC(=O)c2cccc3c2C(=O)c2ccc(-c4ccc(F)cc4OCc4ccccc4)cc2S3(=O)=O)c(C(F)(F)F)o1 | x | x | -4% | u | -17 | x
COc1ccc(S(=O)(=O)N2CCCCC2)cc1NC(=O)c1ccc(Cl)nc1 | x | -15% | 19% | 0% | 52 | 9%
COc1ccc(/C=C/C(=O)NNc2c(F)c(F)cc(F)c2F)cc1OC | -5% | -10% | -19% | -18% | 12 | 0%
CCN(CC)c1ncnc2c1sc1nc(N3CCOCC3)c3c(c12)CCC3 | 2% | 7% | x | x | x | -1%
Cc1ccc(O)c(CNc2cccc(C)n2)c1 | 9% | 2% | -5% | 1% | -7 | u
COCCN1C(=O)C(=O)/C(=C(/O)c2cccc(OC)c2)C1c1ccco1 (stereo unspecified) | -15% | -24% | -14% | 7% | -12 | -9%
CCc1nc(SCC(=O)NNC(=O)c2ccc(C)cc2)c2ccccc2n1 | -2% | 15% | 114%[activator] | 4% | u | -13%
COc1ccccc1N1CCN(C(=O)c2cnn(C(C)(C)C)c2C2CCN(C(=O)OC(C)(C)C)CC2)CC1 | x | -2% | x | x | 26 | 19%
COc1ccc(-c2cc(C(=O)N3CCOCC3)no2)cc1OC | -3% | -32% | u | 18% | 36 | -7%
C/C=C/c1ccc(OCCCNC(C)CC)c(OC)c1 (stereo unspecified) | u | -8% | 20µM* | -17% | -10 | 0%
Cc1ccc(C(=O)OCC(=O)NCc2cccc(Cl)c2)cc1S(=O)(=O)N1CCCCC1 | x | -6% | -13% | u | u | u
COc1ccc(N2CCN(C(=O)CSc3nnc(-c4cccnc4)n3-c3ccc(F)cc3)CC2)cc1 | 5% | -23% | -5% | 7% | u | u
CCc1ccccc1NC(=O)CC(=O)Nc1ccccc1CC | 6% | -1% | 5% | 15% | -4 | u
CCCNC(=O)c1cc2n(n1)CCCN(Cc1ccc(C)cc1)C2=O | x | 7% | x | x | -1 | 19%
CC1=CC(=C2C=CC(=O)C=C2)C=C(C)N1C | 0% | 5% | x | x | 36 | -3%
CCOC(=O)c1c(NC(=O)COC(=O)c2cnccn2)sc(C)c1C | x | x | -1% | u | 4 | x
COc1ccc(CCNC(=O)C2CCC(=O)N2S(=O)(=O)c2ccc(C)cc2)cc1 (stereo unspecified) | 5% | -8% | -3% | -3% | 3 | -5%
CC(C)CC(=O)Nc1nnc(S(=O)(=O)N2c3ccccc3CC2C)s1 (stereo unspecified) | -13% | 0%&1% | 0% | 2% | 7&-1 | 28%
COc1ccc2c(c1)Cc1sc(NC(=O)c3cccc(Cl)c3)nc1-2 | x | -9% | x | x | -27 | 12%
Cc1ccc(C)c(NC(=S)N(C2CCCCC2)C(C)c2cccnc2)c1 (stereo unspecified) | -4% | 1% | -2% | 19% | -1 | 6%
C/C(Cc1ccccc1)=N\NC(=O)CNC(=O)COc1ccccc1 | 1% | 6% | -2% | 15% | -11 | -2%
COc1cc(/C=C/C(=O)OCC(=O)Nc2c(C)n(C)n(-c3ccccc3)c2=O)ccc1OCC#N | -1% | 20% | -3% | 10% | -36 | 1%
COc1cc(NC(=O)COC(=O)CNS(=O)(=O)c2ccc(F)c(F)c2F)cc(OC)c1 | -6% | -7% | 10% | 42%[activator] | u | u
O=c1cc(CN2CC=C(c3ccccc3)CC2)c2c(ccc3ccccc32)o1 | -5% | 2% | 21% | -27% | -37 | -6%
CCC(=NCc1ccco1)c1c(O)n(-c2ccccc2)c(=O)[nH]c1=O | -1% | 0% | 5% | -6% | 36 | -1%
CCc1ccccc1N(CC(=O)NC(C)(C)C)C(=O)CCC(=O)Nc1ccccn1 | -2% | -9% | -3% | 5% | 7 | -14%
Cc1onc(-c2ccccc2)c1C(=O)N/N=C/c1c(F)cccc1Cl | x | -8% | -5% | 5% | 14 | 0%

Three structures from above, arranged by formula weight, rising:
SMILES | FBPA Giardia inh | Sm TGR inh | AMA1 RON2 block | HCV inhibitor | HCMV antiviral | AmpC inh detg
C/C=C/c1ccc(OCCCNC(C)CC)c(OC)c1 (stereo unspecified) | u | -8% | 20µM* | -17% | -10 | 0%
CCOC(=O)c1c(NC(=O)COC(=O)c2cnccn2)sc(C)c1C | x | x | -1% | u | 4 | x
CC(C)CC(=O)Nc1nnc(S(=O)(=O)N2c3ccccc3CC2C)s1 (stereo unspecified) | -13% | 0%&1% | 0% | 2% | 7&-1 | 28%

Next section:
SMILES | FBPA Giardia inh | Sm TGR inh | AMA1 RON2 block | HCV inhibitor | HCMV antiviral | AmpC inh detg
O=C(O)Cn1nnc2ccccc21 | 2% | 3% | 0% | 14% | 0 | 5%
COc1cc2c(c(OC)c1OC)-c1c(cc(OC)c(OC)c1OC)C[C@](C)(O)[C@@H](C)C2 | 2% | 18% | 6% | 18% | 12 | 0%
COc1cccc(-c2ccc3ncnc(NCc4cccc(C)c4)c3c2)c1 | x | 11%&-2% | x | x | -86* | u
COCCOC(=O)C1=C(C)NC(=O)NC1c1ccc(-c2ccc(F)cc2)o1 (stereo unspecified) | 3% | 10µM* | -7% | -7% | u | 1%
O=C(CN1CCCC1)OCCCC1CCCCC1 | -1% | 9% | -11% | -3% | 7 | -16%
O=C1CCCN1c1nccs1 | 7% | 8% | -7% | 21% | -30 | 5%
CCOc1ccc2nc(NC(=O)c3ccoc3C)sc2c1 | -17% | -33% | 14% | u | 106 | -2%
COc1cccc(N2CC(=O)N(c3cccc(OC)c3)CC2=O)c1 | 4% | 33% | 1% | 17% | 13 | 0%
O=c1c(-c2ccc(Cl)cc2)coc2c(CN3CCCCC3)c(O)ccc12 | -11% | 4% | 3% | 11% | 22 | 1%
CC1(C)NC(=O)N(CC(O)COc2ccc(-c3ccccc3)cc2)C1=O (stereo unspecified) | 2% | 0% | 1% | -23% | -8 | 0%
O=C1c2ccccc2C(=O)N1Cc1ccc2c(c1)OCO2 | 5% | -2% | 0% | 19% | -26 | -1%
O=C(O)CN1C(=O)CC(Cc2ccccc2)C1=O (stereo unspecified) | 11% | 3% | -4% | 17% | 4 | u
O=C(Nc1ccc(NC(=O)c2ccco2)nc1)c1cccnc1 | 5% | -18% | -7% | 12% | 107 | -8%
CCOC(=O)N1CCN(C(=O)c2cc3c(-c4ccc(Cl)cc4)nn(C)c3s2)CC1 | 1% | 3% | 5% | -20% | -8 | u
C/C(=N/NC(=O)c1ccco1)c1cccnc1 | 1% | -1% | 20% | 19% | 79 | -2%
COc1oc(C(=O)NC2CCCCC2)c(-c2ccc(Cl)cc2)c1S(=O)(=O)c1ccccc1 | x | x | -4% | u | -64* | x
COc1ccc([C@@H]2CC=C(C(=O)O)[C@H](c3ccc(Cl)cc3)N2S(=O)(=O)c2ccccc2C)cc1 | x | -30% | 1% | -2% | -19 | u
O=C(CCc1ccccc1)N=C1SC2CS(=O)(=O)CC2N1Cc1ccccc1 (stereo unspecified) | -9% | 7% | 48%[activator] | 17% | 5 | 3%
COc1ccc(S(=O)(=O)n2ccc(C)n2)cc1C | 8% | -10% | 10% | -1% | 9 | -12%
CC(C)Cn1c(-c2ccc(Br)cc2)c[nH]c1=S | -2% | 1% | u | -20% | -37 | 4%
Cn1c(=O)n(C)c2cc(N3CCOCC3)c(NS(=O)(=O)c3cccc(C#N)c3)cc21 | x | -5% | x | x | 9 | 8%
COc1ccccc1C(=O)OCC(=O)NCCNC(=O)COC(=O)c1ccccc1OC | x | 0% | -3% | x | -26 | 2%
O=C(c1ccc([N+](=O)[O-])cc1)N1CCN(Cc2ccccc2)CC1 | -7% | 7% | 12%[2.32 µM] | 6% | 37 | 5%
FC(F)(F)c1cnc2c(-c3ccc(Cl)cc3Cl)noc2c1 | 3% | 0% | 37%[activator] | 10% | 11 | -13%
Cc1cc(NC(=O)CSc2ccc(-c3ccc4c(c3)OCO4)nn2)no1 | 0% | -5% | x | x | 34 | -4%
Cc1c(CC(Cl)(Cl)Cl)c2c(n1O)CC(C)(C)CC2=O | -1% | 1% | 23% | 0% | 2 | -3%
COc1ccc(C(=O)N2CC(=O)Nc3ccccc32)cc1S(=O)(=O)N1CCCC1 | -2% | 7% | 3% | 10% | -10 | -1%
Fc1ccc(NC(=S)Nc2ccc(Cl)cc2)cc1 | -11% | u | 32%[activator] | -3% | -78* | u

Complete entries, looked up by structure:
COCC(=O)n1nc(-c2ccccc2)nc1NCc1cccs1 is listed with FBPA Giardia inh: 2%; Sm TGR inh: -3%; AMA1 RON2 block: 6%; HCV inhibitor: 20%; HCMV antiviral: 15; AmpC inh detg: -11%
COc1ccccc1C(=O)OCC(=O)NCCNC(=O)COC(=O)c1ccccc1OC is listed with FBPA Giardia inh: x; Sm TGR inh: 0%; AMA1 RON2 block: -3%; HCV inhibitor: x; HCMV antiviral: -26; AmpC inh detg: 2%

Outcome played no part in choosing rows. About 9.3% of those tested had a hit in this group.
